Assay outcomes (PubChem BioAssay)
P. falciparum M1AAP: P. falciparum M1AAP inhibitors, biochemical, fluorogenic H-Leu-NHMec substrate, 1536-well (AID 1445); inhibition, % at 30 µM, or IC50 in µM where a hit was titrated; Aminopeptidase N (Plasmodium falciparum (isolate 3D7)); recombinant M1AAP, H-Leu-NHMec fluorogenic kinetic assay; higher % means a stronger effect; 220,000 tested, 0.42% active;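 active means primary inhibition above the hit cutoff, then over 50% inhibition at one or more dose response concentrations, cut at about 23% in these data, passing the limit was not always enough; inconclusive means conflicting primary data, or primary hits not chosen for dose response; inactive means low primary inhibition, or under 50% at every dose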;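 further: plate controls were DMSO full reaction for no effect and no enzyme background for full effect; strong numbers were not always called active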
T cell HTS: modulators of CD8 T cell-vesicle binding, primary screen, mouse 2C CD8+ T cells, flow cytometry. 2C CD8+ T cell-vesicle binding; active compounds read low. calls only at 7 µM. 330,000 tested, 0.068% active;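 active means response, share of CD8 T cells binding vesicles, and their 90th percentile fluorescence all below set limits, cut at about 80% in these data, passing the limit was not always enough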
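Also added: QL9-peptide-loaded Drosophila micro-vesicles bearing Ld, ICAM-1 and B7-1; Test system: purified 2C TCR transgenic mouse naive CD8+ T cells; Measured by: cytometric PE anti-B7-1 and Alexa647 anti-CD8 signals after 1% paraformaldehyde fixation; Timing: binding step 1.5 h, 37 °C, antibody labelling 20 min, ice.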
M17LAP inhibition: P. falciparum M17LAP inhibitors, primary screen, biochemical, fluorogenic H-Leu-NHMec substrate, 1536-well (AID 1619); Leucine aminopeptidase (Plasmodium falciparum (isolate 3D7)); recombinant M17LAP, H-Leu-NHMec fluorogenic kinetic assay; higher % means a stronger effect; one-dose inhibition, % at 30 µM; IC50 in µM for titrated hits; 220,000 tested, 0.38% active;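 active means compound inhibiting the enzyme by more than half at any dose during confirmatory dose-response retesting; inconclusive means strong single-dose inhibitors picked by rank but not retested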;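 further: plate controls were full reaction with DMSO carrier for no effect and no enzyme background for full effect; strong numbers were not always called active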
human PMI inhibition: inhibitors of human PMI, primary screen, biochemical, fluorescence intensity, coupled assay (AID 1209). Mannose-6-phosphate isomerase (Homo sapiens). purified PMI enzyme, coupled fluorescence intensity; higher % means a stronger effect. inhibition, % at 20 µM; hits with a dose series show IC50 in µM. 190,000 tested, 0.42% active;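 further: plate controls were DMSO vehicle for no effect and wells lacking substrate for full effect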
human PMI inhibitors: human PMI inhibitors, high substrate, primary screen, biochemical, fluorescence intensity, high mannose 6-phosphate (AID 1220); Mannose-6-phosphate isomerase (Homo sapiens); recombinant PMI enzyme, coupled fluorescence intensity; higher % means a stronger effect; inhibition, % at 20 µM, or IC50 in µM where a hit was titrated; 190,000 tested, 0.66% active
UTI89 phage lysis: inhibition of K1F phage lysis, E. coli UTI89, bacterial capsule biogenesis inhibitors, alamar blue (AID 488966); E. coli UTI89 K1F phage lysis, alamar blue, 2 h; higher % means a stronger effect; one-dose inhibition, % at 100 µM; IC50 in µM for titrated hits; 340,000 tested, 0.02% active;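 active means phage lysis inhibition, versus mean bacterial control, above a set limit; inconclusive means no clear call, values can overlap the other calls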;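 further: capsule biogenesis inhibitors block K1F phage lysis so surviving cells raise fluorescence; higher fluorescence means more inhibition of phage lysis; actives were called in the ten point dose series up to 300 µM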
RSV CPE inhibition: RSV antiviral activity via CPE protection, HEp-2 cells, primary 10 µM value included (AID 2391); 310,000 tested, 0.13% active; one-dose CPE inhibition, % at 10 µM; IC50 in µM for titrated hits; HEp-2 cells, RSV-induced CPE inhibition; higher % means a stronger effect; in the data active means a potency from the dose series; inconclusive means CPE inhibition mostly from about 23% at the one dose, without a potency; inactive means the rest, 99 in 100 with CPE inhibition below about 21%; further: strong numbers were not always called active
TNAP activation fold: human TNAP enzyme activators, primary screen, biochemical, luminescent, no phosphate acceptor, uHTS (AID 1001); 200,000 tested, 0.03% active; Alkaline phosphatase, tissue-nonspecific isozyme (Homo sapiens); activation fold at 20 µM; hits with a dose series show EC50 in µM; purified TNAP, luminescent activation assay, no phosphate acceptor; higher activation fold means a stronger effect; in the data active means activation fold from about 3, or a potency from the dose series; inactive means the rest, 99 in 100 with activation fold below about 1.6; further: many of its hits are not listed in these tables
West Nile virus CPE: West Nile virus antiviral activity, cell-based, CPE readout (AID 1621). West Nile virus-infected cells, CPE inhibition; higher % means a stronger effect. one-dose CPE inhibition, % at 10 µM; IC50 in µM for titrated hits. 290,000 tested, 0.02% active; in the data active means a potency from the dose series; inconclusive means CPE inhibition mostly from about 3.7% at the one dose, without a potency; inactive means the rest, 99 in 100 with CPE inhibition below about 2.2%; further: strong numbers were not always called active
T cell HTS vesicle-bound %: second read-out of T cell HTS, no call of its own (marks repeat the call); double positive events, %; measured here: CD8+ vesicle-bound cell fraction;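 binding gate set so that unloaded-vesicle control wells show 10% double positive cells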
Starred values were filed as active, the others as inactive; i = inactive; ? = inconclusive; / = not tested or not shown; [ ] = dose if it differs, or a comment. Unless noted, no stated cut-off is given here; in the data, active means inhibition above about 50%; inactive means the rest. This is a random part of the collection. Share with any hit: about 1.5%.

canonical_smiles	P. falciparum M1AAP	T cell HTS	T cell HTS vesicle-bound %	M17LAP inhibition	human PMI inhibition	human PMI inhibitors	UTI89 phage lysis	RSV CPE inhibition	TNAP activation fold	West Nile virus CPE
CCc1ccccc1NC(=O)c1cc(S(=O)(=O)N(C)C)ccc1N1CCCC1	/	i	17	/	/	/	0.1%	2.5%	/	-0.7%
CC1=NN(c2ccccc2)C(=O)/C1=C/c1c(O)n(-c2ccc(F)c(Cl)c2)[nH]c1=O	12%	i	56	37%	-3%	-5%	/	20%	0.9	-0.3%
COc1ccc2oc(=O)c(C(=O)N3CCCc4ccccc43)cc2c1	-2%	i	64	5%	1%	-1%	3.4%	1.6%	1.1	0.0%
O=C(NCCCn1ccnc1)C(Cc1ccccc1)N1C(=O)c2ccccc2C1=O (stereo not drawn)	20%	i	45	-12%	2%	6%	0.1%	-0.2%	1	0.1%
CCOC(=O)N1CCN(S(=O)(=O)c2ccc(Cl)cc2)CC1	/	i	51	/	/	/	0.2%	-0.1%	/	-0.9%
Cc1cc[n+](CCC(=O)O)c2ccccc12	-4%	i	9	2%	-8%	-10%	0.2%	0.6%	1.1	-0.2%
Cc1nc2c(-c3ccccc3)cnn2c(N2CCOCC2)c1C	/	i	10	/	/	/	0.7%[50 µM]	3.4%	/	-1.0%
C=CCNC(=S)N1CCN(CCN=CC2=C(O)CC(c3ccc(Cl)cc3)CC2=O)CC1 (stereo not drawn)	11%	i	44	8%	8%	6%	0.0%	2.3%	1.1	0.2%
Cc1noc(C)c1CSc1nnc(-c2ccccc2)o1	1%	i	41	-5%	8%	6%	-0.1%	2.4%	1	-0.1%
Cc1cccc(OCc2nnc(SCC(=O)N3c4ccccc4CC3C)n2C)c1C (stereo not drawn)	-3%	i	35	13%	0%	-2%	1.9%	?	1.1	-0.8%
CC1CCN(C2=NC(=O)/C(=C/c3cn(-c4ccccc4)nc3-c3cccc(S(=O)(=O)N(C)C)c3)S2)CC1	7%	i	34	12%	16%	17%	0.5%	7.8%	1.1	-0.5%
CN(C)C(CNC(=O)CCc1nc2ccccc2s1)c1ccccc1 (stereo not drawn)	/	i	24	/	/	/	0.2%	-0.3%	/	0.0%
CCC(c1nnc(SCC(=O)N2CC(=O)Nc3ccccc32)n1Cc1ccccc1)N(C)C (stereo not drawn)	-2%	i	44	-2%	-9%	-10%	3.5%[50 µM]	0.4%	1.1	-0.2%
CNc1n[nH]c(=S)s1	4%	i	37	6%	/	/	-2.9%	0.4%	/	-0.3%
CCOC(=O)N1CCN(C(=O)CN(CC)S(=O)(=O)c2cc(C)ccc2OC)CC1	/	i	16	/	/	/	-0.6%[50 µM]	0.0%	/	0.1%
Oc1ccc(Oc2ccc(Oc3ccc(O)cc3)cc2)cc1	/	i	60	/	/	/	-0.1%	3.9%	/	2.2%
C[C@@H](C(=O)N1CCNCC1)n1cc(CCC(=O)O)nn1	-3%	i	32	-2%	-7%	-11%	-0.7%	0.2%	1.1	0.2%
COCCn1c(SCC(=O)N2CCCCC2)nc2cccnc21	8%	i	43	13%	9%	0%	0.0%	0.4%	1.1	/
CCOc1ccc(C2C(C#N)=C(N)Oc3cc(C)[nH]c(=O)c32)cc1OC (stereo not drawn)	8%	i	31	-4%	/	/	2.2%[50 µM]	-0.6%	/	0.2%
CCOc1cccc2sc(N(CCN(C)C)C(=O)CCS(=O)(=O)c3ccccc3)nc12	/	i	28	/	/	/	2.0%[50 µM]	0.9%	/	0.2%
CC(C)Nc1nc(NC(C)(C)C)nc(Oc2ccc(=O)n(C)n2)n1	0%	i	36	7%	/	/	1.5%[50 µM]	-1.8%	1	-0.6%
COc1ccc(C(c2sc3nc(C)nn3c2O)N2CC(C)OC(C)C2)cc1OC (stereo not drawn)	7%	i	37	23%	-6%	-6%	2.6%	0.7%	1.1	0.2%
CC(C)=CC(=O)OCC(=O)Nc1ncc(Cl)c(C)c1Cl	2%	i	56	25%	0%	5%	5.5%	2.1%	1.1	-0.1%
O=C(O)/C=C/C(=O)NCc1cn(-c2ccccc2)nc1-c1cccc(Br)c1	-9%	i	32	14%	-11%	3%	-0.2%	0.6%	1.1	1.3%
Cc1csc(NC(=O)Cc2ccc(Br)cc2)n1	/	i	48	/	/	/	0.6%	4.2%	/	-1.2%
O=C(Nc1ccc2c(c1)C(=O)NC2=O)c1cc(Cl)ccc1Cl	/	i	67	/	/	/	0.5%	0.9%	/	1.0%
O=C(CSc1nc2ccccc2c(=O)n1NC(=O)c1ccccc1)c1ccccc1	14%	i	20	-2%	10%	14%	1.5%	1.4%	1	-0.6%
CC1CCN(S(=O)(=O)c2ccc(NC(=S)NC(=O)c3ccc(Cl)cc3)cc2)CC1	12%	i	36	11%	-2%	-6%	0.5%[50 µM]	1.8%	0.9	0.0%
COc1cccc(NC(=O)C(=O)N/N=C/c2cc(C)n(-c3ccc(Cl)c(Cl)c3)c2C)c1	3%	i	55	-6%	3%	0%	2.5%	0.4%	1.2	-0.5%
C#CCNc1c(C)c(C)nc2ncnn12	1%	i	49	-6%	10%	11%	4.3%	0.8%	1.1	0.1%
O=C(NCCN1CCCCC1)c1cc(Cl)ccc1Cl	/	i	52	/	/	/	-0.7%	0.0%	/	-0.3%
COc1ccc(Nc2ccccc2)c(C)c1	-1%	i	16	9%	17%	17%	1.2%	0.3%	1.1	-0.1%
Clc1ccc(-c2nc3ncccn3c2Nc2ccc3c(c2)OCCO3)cc1	5%	i	56	-2%	-3%	-6%	-0.3%	2.5%	1.1	1.0%
CC(C)(C)N(NC(=O)Nc1ccccc1)C(=O)c1ccccc1Cl	5%	i	29	14%	9%	9%	-0.7%	4.0%	1.1	0.0%
CCCN=C1CC(C)(C)CC(=O)/C1=C(/O)CCCN1C(=O)c2ccccc2C1=O	-2%	i	28	0%	-6%	-3%	0.3%	0.7%	0.9	-0.8%
CS(=O)(=O)N1CCN(c2ccccc2NC(=O)c2cccnc2Cl)CC1	4%	i	10	1%	-1%	-2%	0.3%	-1.0%	1.2	-0.4%
COc1ccc(C(=O)N/C(=C\c2ccco2)C(=O)NCc2cccnc2)cc1	11%	i	45	15%	-25%	-5%	1.1%[50 µM]	1.9%	1.1	-0.1%
C=CCN1C(=O)C(CCCC)NC1=S (stereo not drawn)	4%	i	15	3%	-48%	-44%	12%	0.8%	1.1	-0.2%
Cc1nnc2c(SC(C)C)nc3ccccc3n12	/	i	45	/	/	/	0.0%	3.4%	/	0.3%
Cn1c2ccccc2c2n[nH]c(=S)nc21	/	i	53	/	/	/	0.1%	-1.1%	/	0.7%
COc1cc(OC)c(C(=O)/C=C/c2ccccc2)c(O)c1O	7%	i	30	7%	/	/	-4.4%	2.3%	/	-0.9%
COc1ccc(/C=C2\SC(=S)N(CCCC(=O)N3CCCCC3CCO)C2=O)cc1 (stereo not drawn)	/	i	4	/	/	/	0.3%	6.0%	/	?
Clc1ccccc1OCc1nc(-c2ccccn2)no1	1%	i	38	9%	12%	10%	2.9%	5.3%	1.1	/
C=CCNC(=O)c1cc2nc(C3CC3)cc(C(F)F)n2n1	-5%	i	31	5%	-4%	-6%	5.0%	1.3%	1.2	-0.1%
CCCCNc1c2c3c(cccc3n(C)c1=O)C(=O)c1ccccc1-2	6%	i	48	8%	9%	4%	0.3%	8.6%	0.8	1.3%
CSc1ncc(CN2CCc3c([nH]c4ccccc34)C2c2cccc(O)c2)cn1 (stereo not drawn)	-2%	i	32	-5%	6%	5%	-1.2%	8.5%	1.1	-1.6%
O=C(NCCNc1ccc(Cl)cc1[N+](=O)[O-])c1ccccc1F	/	i	53	/	/	/	5.0%	5.5%	/	-1.9%
O=C(Cn1c(=O)oc2cc(S(=O)(=O)N3CCCC3)ccc21)NCc1ccccn1	-3%	i	45	4%	6%	8%	0.0%	2.4%	1.1	1.2%
C/C(=N\NC(=O)Cc1ccc(Cl)cc1)c1cccc(NC(=O)c2cccnc2)c1	/	i	23	/	/	/	0.2%[50 µM]	0.7%	/	-0.7%
Cc1ccc2cc(CCNC(=O)CC(C)(C)C)c(=O)[nH]c2c1C	2%	i	24	-2%	12%	12%	0.1%	-0.1%	1	0.3%
COc1ccc(OC)c(-c2nnc(-c3ccc(C)o3)o2)c1	12%	i	31	-53%	21%	7%	0.0%	1.8%	1	-0.8%
CCOCCCNC(=O)c1ccc(/C=C2\Oc3ccccc3N(C)C2=O)cc1	/	i	17	/	/	/	0.0%	0.2%	/	-0.9%
Cn1cc(CC(=O)NCCCN2CCOCC2)c2ccccc21	-2%	i	57	5%	-9%	-2%	0.3%	1.1%	1	-0.7%
Cc1c(OC(C)C(=O)O)ccc2c3c(c(=O)oc12)CCCC3 (stereo not drawn)	/	i	41	/	/	/	0.1%	1.7%	/	0.0%
O=C(NCCc1nnc2ccc(NCCCN3CCOCC3)nn12)c1ccccc1F	/	i	42	/	/	/	0.2%	-1.2%	/	-0.3%
CCOC(=O)CSc1nnc(-c2ccco2)n1-c1ccccc1	3%	i	37	12%	-3%	2%	1.6%	1.1%	1	0.4%
CSc1ccccc1NC(=O)Nc1cccc(Cl)c1C	-7%	i	16	0%	19%	-17%	-1.1%	3.0%	1.1	-0.5%
COc1ccc(/C=N\NC(=O)c2ccccc2Br)cc1COc1ccc(F)cc1	/	i	65	/	/	/	-0.7%[50 µM]	2.4%	/	-0.4%
CCOC(=O)N1CCC(NC(=O)c2ccc(CS(=O)(=O)c3ccccc3C)o2)CC1	0%	i	33	-10%	-3%	-5%	-0.3%	1.1%	1	-0.1%
O=C(CCc1ccccc1)Nc1cc(C(F)(F)F)ccc1Cl	-2%	/	/	-10%	8%	3%	-3.8%	0.9%	1.1	-0.4%
CC(=O)c1ccc(OCC(O)CN2CCN(c3ccc(F)cc3)CC2)cc1 (stereo not drawn)	/	i	28	/	/	/	0.0%	5.0%	/	-1.5%
